From PubChem BioAssay
S1P4 agonist: agonists of human S1P4 receptor. O95977. activation, % at 4.98 µM. AID 1509. 220,000 compounds, 0.35% hits. S1P4-expressing cell line, agonist reporter assay; in the data active = activation above about 11%;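 note: 0% = DMSO vehicle and 100% = reference agonist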
NPY2 pot ag: potentiators or agonists of human neuropeptide Y receptor Y2. P49146. cells expressing NPY-Y2, potentiator/agonist read-out. activation, % at 3.6 µM. 220,000 compounds, 0.45% hits. AID 1359; in the data active = activation above about 27%;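 note: cells stimulated with NPY near EC25 plus isoproterenol at EC100; 0% = vehicle plus submaximal agonist and 100% = vehicle plus saturating agonist; some results beyond the cut were filed as inactive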
Target sequence (P49146 whole entry, looked up): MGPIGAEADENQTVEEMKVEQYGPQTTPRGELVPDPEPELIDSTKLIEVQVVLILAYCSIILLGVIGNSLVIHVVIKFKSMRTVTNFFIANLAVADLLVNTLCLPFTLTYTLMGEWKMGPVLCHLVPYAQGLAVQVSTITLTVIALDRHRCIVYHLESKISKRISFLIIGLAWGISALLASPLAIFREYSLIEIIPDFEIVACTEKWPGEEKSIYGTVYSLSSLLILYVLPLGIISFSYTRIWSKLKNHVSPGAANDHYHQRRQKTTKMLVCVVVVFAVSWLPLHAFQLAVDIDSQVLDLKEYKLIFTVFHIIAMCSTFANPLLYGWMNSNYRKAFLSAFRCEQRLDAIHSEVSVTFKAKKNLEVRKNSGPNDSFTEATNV
BaF3 tox: counter-screen for JAK2V617F inhibitors: parental Ba/F3 viability inhibitors; CellTiter-Glo ATP luminescence; inhibition, % at 5.6 µM; 220,000 compounds, 1.1% hits; AID 1486;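 active = inhibition above a per-campaign cutoff, the mean inhibition of all tested compounds plus 3 SD, cut at about 27% in these data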;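 note: 0% = DMSO wells and 100% = JAK Inhibitor I control wells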
eIF4E-4G inh: eIF4E/eIF4G interaction inhibition in translation initiation; inhibition, % at 21.7 µM; AID 782; 220,000 compounds, 0.37% hits; P63073+Q04637; TR-FRET eIF4E-eIF4GI(517-606) binding, 2 h;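 active = inhibition above about 30%, limit read from the data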;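 note: 0% = full FRET control wells and 100% = background wells lacking eIF4GI fragment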
PERK inh: blocks human PERK kinase. Q9NZJ5. CHO PERK-DD fusion, SEAP luminescence translation reporter. inhibition, % at 5.6 µM. 220,000 compounds, 0.17% hits;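 active = inhibition above the mean inhibition of all tested compounds plus 3 SD, set separately per screening campaign, cut at about 2.9% in these data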;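 note: PERK kinase domain activated by AP20187 dimerizer at 100 nM; 0% = DMSO with dimerizer and 100% = rapamycin at 8.4 µM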
Wee1 degr inh: blocks degradation of human Wee1 kinase | P30291 | HeLa Luc-Wee1K328M stability, luciferase luminescence; 100% = proteasome inhibitor MG132 effect | reporter increase, % at 5 µM | 220,000 compounds, 1.2% hits | AID 1321;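 active = activation above the mean of all tested compounds plus 3 SD, set per screening run, cut at about 8.8% in these data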;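 note: cells exposed to compound for 20 h before luminescence read; 0% = DMSO alone and 100% = MG132 at 30 µM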
S1P4 antag: antagonists of human S1P4 receptor | O95977 | S1P4-expressing cells, antagonist mode, reporter read-out | inhibition, % at 4.98 µM | 220,000 compounds, 0.26% hits; in the data active = inhibition above about 29%;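 note: 0% = wells stimulated with agonist and 100% = vehicle wells without agonist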
Ba/F3 V617F tox: lowers viability of Ba/F3 cells expressing EpoR and JAK2V617F | ATP luminescence | inhibition, % at 5.6 µM | 220,000 compounds, 1.1% hits | AID 1446;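 active = inhibition above the campaign mean plus 3 SD over all tested compounds, cut at about 24% in these data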;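 note: cytokine-independent growth of Ba/F3 cells driven by EpoR plus mutant JAK2; 0% = DMSO-treated cells and 100% = JAK inhibitor I control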
MDM2 E3 inh: blocks human Mdm2 ubiquitin ligase activity; signal enhancement, % at 5 µM; AID 1230; Q00987; cell-based MDM2 ubiquitination luciferase reporter, 2 h; 0 = plate control, 100 = twice control, blank-subtracted; 210,000 compounds, 0.11% hits;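 active = signal enhancement of 30% or more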;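 note: luminescence tracks abundance of the self-degrading MDM2-luciferase fusion protein; higher signal means inhibition of MDM2 E3 ligase activity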
Target sequence (Q00987 whole entry, looked up, the tested form may be a part): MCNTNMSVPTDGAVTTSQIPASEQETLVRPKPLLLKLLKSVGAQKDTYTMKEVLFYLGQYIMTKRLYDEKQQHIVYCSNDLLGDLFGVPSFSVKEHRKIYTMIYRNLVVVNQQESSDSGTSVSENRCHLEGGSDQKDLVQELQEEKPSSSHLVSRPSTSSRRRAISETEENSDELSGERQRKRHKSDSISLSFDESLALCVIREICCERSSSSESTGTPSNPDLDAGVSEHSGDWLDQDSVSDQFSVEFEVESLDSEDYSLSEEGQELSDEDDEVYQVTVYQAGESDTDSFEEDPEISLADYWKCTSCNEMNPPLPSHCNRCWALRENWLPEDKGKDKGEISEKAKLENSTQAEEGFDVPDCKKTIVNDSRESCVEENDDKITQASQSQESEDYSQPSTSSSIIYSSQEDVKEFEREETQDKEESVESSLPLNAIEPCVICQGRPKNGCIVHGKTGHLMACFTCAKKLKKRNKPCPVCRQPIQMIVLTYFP
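Material: Stable MDM2–luciferase fusion reporter cells | Amount: 2000 cells seeded into each well | Dosing: One concentration, 5 µM, with 0.2% DMSO | Incubation: 4 h cell settling then 2 h compound exposure, 37 °C | Measured by: Luciferase luminescence | Read-out basis: % enhancement relative to plate controls after blank subtraction | Benchmarks: Control and blank well means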
The depositor's hits bear a star; x = no result given; [ ] = another dose, or the depositor's remark.

The line under a structure holds: PERK inh	S1P4 agonist	Wee1 degr inh	eIF4E-4G inh	NPY2 pot ag	S1P4 antag	MDM2 E3 inh	Ba/F3 V617F tox	BaF3 tox
(1) COc1ccc(-c2nc(CS(=O)CC(=O)N3CCCC3)c(C)o2)cc1 (stereo not drawn)
 : 0.7	-0.2	-2.6	1.7	11.9	-5.7	-5.5	-0.8	6.7
(2) CCN(CC)S(=O)(=O)c1ccc(N2CCOCC2)c(NC(=O)C2CCCC2)c1
 : -0.7	-1.9	0.4	-2.0	19.7	-9.1	-12.5	1.3	8.6
(3) COc1ccccc1NC(=O)CSc1ccc(-c2cccs2)nn1
 : 0.6	-0.4	0.1	2.2	2.2	2.8	-0.3	1.6	9.4
(4) CCCSc1nc(N)nc(-c2cccs2)c1C#N
 : 0.9	-1.7	1.6	3.1	0.2	-4.3	-11.1	-4.4	5.7
(5) COc1ccc(CNC(=O)Nc2cccc(C(F)(F)F)c2)cc1OC
 : 0.1	1.3	-0.1	3.0	0.4	-31.0	-7.7	-1.7	5.7
(6) S=C(Nc1ccccc1Cl)N1CCN(Cc2ccccc2)CC1
 : -1.0	-0.8	-0.7	3.7	9.3	3.4	-1.0	3.2	6.8
(7) COC(=O)CNC(=O)C1CCN(c2nc(C)cc(C)n2)CC1
 : 0.2	2.5	-1.9	5.8[fluorescence artefact?]	-1.3	-18.3	-9.4	-0.3	3.6
(8) CC(C)OC(=O)CSc1nnc(-c2ccc(Cl)cc2Cl)o1
 : 1.1	1.2	-0.2	9.0	-34.8	-3.3	-8.5	1.1	3.0
(9) O=C(Nc1nc2ccccc2[nH]1)c1ccccc1
 : -1.0	1.8	3.0	2.7	-5.6	-0.5	-18.9	3.6	7.8
(10) NS(=O)(=O)c1ccc(NC(=O)CSc2nnc(-c3cnccn3)n2-c2ccccc2)cc1
 : 0.5	1.4	3.5	-2.4	9.6	-26.1	-3.1	-4.0	1.6
(11) CC(C)c1cc(C(=O)O)n[nH]1
 : 0.1	-2.1	0.1	2.5	-1.5	-6.9	x	-3.5	-1.0
(12) CCSC1=C(C#N)C2(CCCCC2)C(C#N)=C(N)N1
 : 0.7	0.9	-4.5	10.4	15.9	-11.7	-24.1	1.4	5.8
(13) COc1ccc(C2CC(c3cccs3)=NN2C(=S)Nc2ccccc2)cc1OC (stereo not drawn)
 : 1.8	2.2	3.7	0.0[fluorescence artefact?]	-10.8	-4.8	-11.6	-3.4	3.3
(14) CCSc1nc2ccccc2c(=O)n1Cc1ccc(F)cc1
 : 1.9	-0.2	-0.9	1.5	-6.0	-23.3	-3.4	0.8	5.4
(15) Cn1[nH]c(CSc2ccc(Cl)cc2)cc1=O
 : 0.7	2.0	3.8	-2.7	6.4	-2.2	-5.1	-3.4	2.6
(16) CNC(=S)NC1CC2CCCC(C1)N2Cc1ccc(C)cc1 (stereo not drawn)
 : -0.8	-0.5	0.4	0.3	-3.6	0.5	-3.1	-3.7	1.1
(17) O=C(CSc1nc(-c2ccccc2)nc2ccccc12)Nc1nccs1
 : 1.7	1.2	-0.2	-10.5	-12.9	3.8	-6.6	-2.8	7.4
(18) c1ccc(-c2nn3c(C4COc5ccccc5O4)nnc3s2)cc1 (stereo not drawn)
 : 0.6	-0.4	0.4	x	-14.1	3.1	x	-2.6	3.5
(19) Cc1ccc(-c2nnn(CC(=O)Nc3ccc(S(=O)(=O)N4CCC(C)CC4)cc3)n2)cc1
 : 1.3	0.1	-1.1	-0.3	5.3	-0.4	-8.7	-1.3	8.2
(20) COc1cccc(-c2noc(CCCC(=O)N3CCOCC3)n2)c1
 : 0.9	2.7	0.8	5.9	5.5	-0.1	0.0	-1.2	2.0
(21) O=C(O)C1CCCCC1C(=O)Nc1cnn(Cc2ccccc2)c1 (stereo not drawn)
 : -0.6	3.7	6.1	-3.9	0.5	-2.5	-5.0	1.5	0.9
(22) CCn1c(=O)c(C(=O)NCc2ccccn2)c(O)c2ccccc21
 : -0.4	-0.8	-2.5	9.3	-10.6	8.6	-25.0	-1.7	2.1
(23) COc1ccc(O)c(C=NCC(C)N=Cc2cc(OC)ccc2O)c1 (stereo not drawn)
 : 0.5	0.2	3.5	-1.4	2.7	0.0	-19.3	1.8	8.1
(24) CSC1=N/C(=C\c2ccc(C)cc2)C(=O)S1
 : -0.1	0.1	2.2	-5.6	6.3	-14.1	4.3	0.4	0.8
(25) CC(=O)N/N=C/c1cc([N+](=O)[O-])ccc1OCCOc1ccccc1
 : 0.5	2.3	1.1	8.1	-6.8	9.8	-4.6	-2.9	0.7
(26) CC1(C)Cc2c(C#N)c(N)sc(=S)c2CO1
 : 0.5	0.7	5.0	-0.9	-2.2	-16.7	-5.7	1.0	0.0
(27) COc1ccc(-c2[nH]ncc2CN2CCCC(C(=O)c3ccc(OC)cc3OC)C2)cc1 (stereo not drawn)
 : 1.2	-0.2	-0.1	-3.0	-0.5	-8.7	-5.4	0.1	3.0
(28) Cc1ccc(Cn2ccnc2C(=O)Nc2ccccc2)cc1
 : -0.2	1.6	-1.7	0.3	-16.2	-14.5	-9.5	1.4	2.4
(29) Cc1ccc2[nH]c3c(N4CCN(Cc5ccc6c(c5)OCO6)CC4)ncnc3c2c1
 : -0.8	-1.5	-2.7	4.1	5.6	-12.9	-35.8	-3.3	1.3
(30) Cc1cccc(C(=O)O/N=C(\N)c2ccc(Br)cc2)c1
 : -0.6	0.0	-0.7	-0.8[fluorescence artefact?]	-6.4	-1.6	-12.5	1.9	5.6

An excerpt from above, reduced to S1P4 antag and eIF4E-4G inh.
no. | canonical_smiles | S1P4 antag | eIF4E-4G inh
21 | O=C(O)C1CCCCC1C(=O)Nc1cnn(Cc2ccccc2)c1 (stereo not drawn) | -2.5 | -3.9
22 | CCn1c(=O)c(C(=O)NCc2ccccn2)c(O)c2ccccc21 | 8.6 | 9.3

More structures
The line under a structure holds: PERK inh	S1P4 agonist	Wee1 degr inh	eIF4E-4G inh	NPY2 pot ag	S1P4 antag	MDM2 E3 inh	Ba/F3 V617F tox	BaF3 tox
(31) C=C(C)C1Cc2c(C)nn(-c3cccc4cccnc34)c2C1 (stereo not drawn)
 : -0.5	0.8	2.0	1.2	16.4	1.6	-8.8	-4.9	3.8
(32) CCCc1cc2c(cc1NC(=O)c1ccc(C(C)(C)C)cc1)OCO2
 : -0.8	0.9	3.0	2.7[fluorescence artefact?]	0.9	10.5	17.6	3.2	3.6
(33) O=C(CSc1oc(-c2ccc(F)cc2)nc1S(=O)(=O)c1ccc(F)cc1)NCC1CCCO1 (stereo not drawn)
 : 0.2	2.3	-2.3	6.4	6.1	-6.3	-4.2	-2.6	1.9
(34) CCc1nnc(NC(=O)CSc2nnc(COc3ccc(C#N)cc3)n2-c2ccccc2)s1
 : 1.0	-0.2	-1.3	-4.5[fluorescence artefact?]	-8.0	9.3	7.2	-2.1	0.1
(35) Cc1ccc(S(=O)(=O)NC(C)C(c2cccs2)N2CCN(c3ccccc3)CC2)cc1 (stereo not drawn)
 : 0.6	0.7	-1.0	-5.8	0.4	-3.3	-18.4	-3.8	2.2
(36) O=C(Nc1ccc2c(c1)CCC2)c1ccc(Cl)nc1
 : 1.2	0.7	2.5	4.8	8.1	-0.6	-3.5	-3.1	2.7
(37) CCC(=O)Nc1nc2c(OC)ccc(C)c2s1
 : 0.7	0.1	-0.2	-0.8	4.3	-4.4	-19.6	-1.1	2.0
(38) CC(NC(=O)/C(C#N)=C/c1ccc(Cl)c([N+](=O)[O-])c1)c1ccccc1 (stereo not drawn)
 : 0.7	0.1	5.0	1.2	3.3	6.0	6.4	-3.4	-1.1
(39) CCn1c(SCC(=O)Nc2cccc(NC(=O)c3ccco3)c2)nnc1-c1cccs1
 : 0.3	-1.4	-0.2	-10.4	-5.3	-15.5	-8.4	-2.9	1.4
(40) CC(C)C(OC(=O)c1ccco1)C(=O)NCc1ccccc1 (stereo not drawn)
 : -0.4	0.9	-1.2	-1.0[fluorescence artefact?]	16.5	-39.5	-6.7	-4.6	-1.1
(41) O=C(NNC(=O)c1csc(-c2cccnc2)n1)c1ccccc1
 : 1.0	0.1	1.3	-7.2	-2.8	-20.0	-0.4	-2.3	-0.4
(42) COCC(C)NC(=O)c1ccccc1OC(C)=O (stereo not drawn)
 : 0.3	0.8	5.1	1.5	-4.7	-1.9	-33.0	-2.2	-3.5
(43) COc1ccc(CCC(=O)Nc2cc(Cl)ccc2OC)cc1
 : -1.5	0.3	-2.1	8.8	-25.6	2.1	-13.4	5.6	8.4
(44) COc1ccc(-c2csc(NC(=S)NC(=O)/C=C/c3ccccc3)n2)cc1Br
 : 1.1	0.4	4.0	-2.6	14.9	-3.4	-20.7	-2.5	-3.2
(45) Cc1ccc(CNC(=O)CN(CCc2ccccc2)S(C)(=O)=O)cc1
 : 0.1	-0.4	1.1	-0.9	-13.1	-11.9	1.0	1.9	5.8
(46) O=C(CSCC(=O)N1CCN(c2ccccc2)CC1)Nc1nc(-c2ccc(Cl)s2)cs1
 : 1.6	0.8	3.8	0.5	0.7	-7.6	-1.9	-2.4	7.8
(47) Cc1ccc(S(=O)(=O)NCCN2CCOCC2)c(C)c1C
 : -0.2	1.0	7.2	5.9	-4.9	-38.0	-12.6	-0.5	5.5
(48) COc1ccc(N=C2SC(C(=O)Nc3ccc4c(c3)OCO4)CC(=O)N2C)cc1 (stereo not drawn)
 : -0.7	0.1	-1.1	3.9	3.3	-2.6	-12.4	3.8	9.2
(49) CCS(=O)(=O)c1ccc(C(=O)Nc2ccccc2OC)c(Cl)c1Cl
 : 0.6	0.5	2.9	-2.9	4.7	-17.2	-12.8	1.1	9.1
(50) CC1CCC2(CC1)NC(=O)N(CC(=O)NC(=O)Nc1ccc3c(c1)OCCO3)C2=O (stereo not drawn)
 : 0.7	-1.1	0.5	4.2	-13.9	-4.2	0.5	-3.4	2.1
(51) Cc1cccc(-n2ncc3c(Nc4c(C)n(C)n(-c5ccccc5)c4=O)ncnc32)c1
 : -0.4	-1.5	-2.5	-3.2[fluorescence artefact?]	2.6	4.7	-7.7	3.0	7.3
(52) Fc1cccc(Oc2nc3ccccc3n3cccc23)c1
 : -0.1	1.0	5.3	-2.4[fluorescence artefact?]	-10.1	-15.6	-11.0	-3.1	-0.4
(53) CCc1nnc(NC(=O)c2nc3nccc(C)n3n2)s1
 : 1.0	-1.3	-1.9	4.5	4.1	-10.4	-9.6	0.2	6.9

Rows are unselected; any-hit rate near 4.1%.
